# Screening data (PubChem)
# MsrA inh: inhibitors of bovine MsrA | purified bovine MsrA, absorbance read-out | inhibition, % at 15.5 µM | 360,000 compounds, 0.75% hits | AID 651718; in the data active means inhibition above about 4.5%;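 further: 0% = vehicle wells with enzyme and 100% = reference inhibitor wells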
# eLon inh: inhibitors of E. coli Lon protease; AID 602123; purified E. coli Lon protease, fluorescence polarization; P0A9M0; inhibition, % at 7.94 µM; 360,000 compounds, 0.42% hits; in the data active means inhibition above about 13%, passing the limit was not always enough;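 further: 0% = enzyme with probe and DMSO and 100% = no enzyme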
# LMPTP block: LMPTP (human) inhibition | P24666 | recombinant LMPTP-A, OMFP fluorogenic substrate, fluorescence intensity | inhibition, % at 20 µM | 360,000 compounds, 0.22% hits;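 active means compounds that cut the enzyme signal by at least half of the control window in the single-dose screen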;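 further: plate controls were DMSO wells with enzyme plus substrate for no effect and substrate without enzyme for full effect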
#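 Test system: LMPTP-A, protein tyrosine phosphatase of low molecular weight; Input: 0.625 nM enzyme; Incubation: 50 min dark incubation at room temperature; Signal: endpoint fluorescence intensity from OMFP dephosphorylation; Read-out basis: % inhibition versus control wells.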
# NRP1-CendR mod: alters CendR peptide binding to human NRP-1; 360,000 compounds, 0.85% hits; O14786; FAM-RPARPAR peptide binding to NRP-1, fluorescence polarization; AID 602438; inhibition, % at 25 µM;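 active means inhibition or corrected inhibition above about 18%, plus a signal ratio from 0.5 to 1.5, limit read from the data, passing the limit was not always enough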; further: strong numbers were not always called active
# Target sequence (O14786 whole entry, looked up): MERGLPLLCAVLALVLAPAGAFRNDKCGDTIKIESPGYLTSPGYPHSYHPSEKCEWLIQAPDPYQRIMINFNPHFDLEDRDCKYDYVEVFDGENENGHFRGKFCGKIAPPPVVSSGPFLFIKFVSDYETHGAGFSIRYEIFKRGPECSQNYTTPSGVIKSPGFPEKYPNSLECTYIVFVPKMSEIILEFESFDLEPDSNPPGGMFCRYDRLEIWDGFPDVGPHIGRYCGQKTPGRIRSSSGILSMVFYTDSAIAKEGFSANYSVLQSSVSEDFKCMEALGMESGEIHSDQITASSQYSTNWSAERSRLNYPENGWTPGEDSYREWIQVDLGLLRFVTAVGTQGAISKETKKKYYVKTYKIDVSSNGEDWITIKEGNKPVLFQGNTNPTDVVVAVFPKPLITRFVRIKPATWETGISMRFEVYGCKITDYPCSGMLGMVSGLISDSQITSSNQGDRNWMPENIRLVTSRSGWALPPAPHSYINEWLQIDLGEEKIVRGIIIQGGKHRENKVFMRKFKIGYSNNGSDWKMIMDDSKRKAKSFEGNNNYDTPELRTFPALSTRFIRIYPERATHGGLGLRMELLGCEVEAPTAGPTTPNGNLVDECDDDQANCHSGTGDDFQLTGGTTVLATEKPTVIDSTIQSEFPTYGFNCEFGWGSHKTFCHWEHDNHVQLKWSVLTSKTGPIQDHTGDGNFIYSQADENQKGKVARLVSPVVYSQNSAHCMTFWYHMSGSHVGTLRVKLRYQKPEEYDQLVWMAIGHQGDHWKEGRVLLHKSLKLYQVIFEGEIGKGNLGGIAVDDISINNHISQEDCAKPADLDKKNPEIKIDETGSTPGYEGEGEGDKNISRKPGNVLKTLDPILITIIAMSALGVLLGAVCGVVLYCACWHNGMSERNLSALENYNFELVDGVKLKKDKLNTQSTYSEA
# Scp1 inh: inhibitors of human Scp-1 phosphatase; 340,000 compounds, 0.88% hits; inhibition, % at 20 µM; Recombinant Scp1, phosphopeptide, malachite green phosphate absorbance;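 active means inhibition above about 50% at 20 µM, limit read from the data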;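 further: plate controls were DMSO wells with enzyme for no effect and wells lacking enzyme for full effect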
#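 assay system = SCP-1 phosphatase catalytic domain, residues 76-261 | buffer or medium = 50 mM Tris acetate pH 5.5, 0.005% Tween-20, 10 mM MgCl2 | incubation = enzyme reaction 45 min at room temperature, colour 5 min, stabilisation 30 min | signal = Phosphate-binding colour reagent, absorbance read at 630 nm | measure = % inhibition at 20 µM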
# SUMO1 PPI mod: alters human SUMO1 binding to SIM partners | inhibition, % at 20 µM | AID 602429 | P63165 | 360,000 compounds, 0.33% hits | SUMO1 binding to a labelled peptide, TR-FRET, 1 h; in the data active means inhibition above about 37%
# Target sequence (P63165 whole entry, looked up): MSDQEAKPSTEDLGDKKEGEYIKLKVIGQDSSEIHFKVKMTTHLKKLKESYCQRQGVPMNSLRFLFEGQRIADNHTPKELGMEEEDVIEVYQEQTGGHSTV
# MsrA act: bovine methionine sulfoxide reductase A activation. purified bovine MsrA, absorbance read-out. AID 602163. 360,000 compounds, 0.3% hits. activation, % at 10.6 µM; in the data active means activation above about 7.5%;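 further: 0% = vehicle and 100% = reference activator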
# STEP inh: inhibitors of human striatal-enriched phosphatase STEP. 360,000 compounds, 0.25% hits. AID 588621. P54829. inhibition, % at 20 µM. recombinant STEP, OMFP fluorogenic substrate, fluorescence;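 active means inhibition at 20 µM, scaled per plate between control wells, above about 37%, limit read from the data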;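 further: 0% = DMSO with enzyme and substrate and 100% = substrate only without enzyme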
#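 Measure: Control-normalized % inhibition with plate pattern correction | Test system: STEP phosphatase, cell-free reaction | Medium: pH 6.0 Bis-Tris with DTT and Tween 20 | Technique: Fluorescence, 480/540 nm | Times: Reaction 20 min, ambient temperature | Doses: Single compound dose of 20 µM, 1% DMSO final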
# DNMT1 block: inhibitors of human DNMT1 | P26358 | DNMT1 molecular beacon, Hinp1I cleavage, fluorescence | inhibition (reported as % activation of signal), % at 10 µM | 360,000 compounds, 0.83% hits; in the data active means inhibition above about 50%
# TbMetRS inhib: Trypanosoma brucei MetRS inhibition. purified T. brucei MetRS, ATP depletion, Kinase-Glo luminescence. inhibition, % at 11.9 µM. 360,000 compounds, 0.4% hits;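 active means inhibition above a per-plate cutoff of the control wells' mean inhibition plus 3 SD, cut at about 5.5% in these data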;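 further: 0% = DMSO wells median and 100% = median of wells with control inhibitor compound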
#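 Material – parasite MetRS enzyme · Medium – HEPES-MgCl2-KCl buffer plus DTT, spermine, BSA, pyrophosphatase · Reagent – ATP, methionine and E. coli bulk tRNA substrates · Times – 15 min enzyme-compound preincubation, 2 h reaction, 10 min detection, 25 °C · Measured by – luminescence of leftover ATP · Evaluation – percent inhibition relative to median high and low control wells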
# An asterisk follows results filed as active; / = not tested or not shown.
SMILES,MsrA inh,eLon inh,LMPTP block,NRP1-CendR mod,Scp1 inh,SUMO1 PPI mod,MsrA act,STEP inh,DNMT1 block,TbMetRS inhib
COc1ccc(CCNC(=O)C(=O)NCCOc2ccccc2)cc1OC,1.4,-1,-2.1,0,0,-3,0,-3,-2,-0.8
CCc1ccc2c(c1)/C(=C/C(=O)c1cccs1)C(=O)N2,0.2,6,1.6,0,-5,-1,-1,2,-2,0.2
CC1NC(=O)c2cc3ccccc3cc2-n2c1nc1cc(F)ccc1c2=O (centres undefined),-0.1,-2,-1.8,-1,/,-6,-1,2,2,1.1
CCOC(=O)N1CCN(C(=O)CN(C)S(=O)(=O)c2ccc3c(c2)c(=O)n(C)c(=O)n3C)CC1,0.0,-4,-1.0,-1,-7,1,4,1,-4,-0.3
Cc1ccc(NC(=O)c2ccc([N+](=O)[O-])o2)cc1S(=O)(=O)N1CCOCC1,0.9,-1,-1.4,1,1,0,-3,1,-4,0.0
O=C(Nc1ccccc1)O/N=C1\CCCCC1c1ccc([N+](=O)[O-])cc1[N+](=O)[O-] (centres undefined),-1.5,3,0.0,-4,-17,-20,-4,-1,-7,-0.3
COc1ccc(NC(=O)CN(C)S(=O)(=O)c2cccc3cccnc23)cc1,-0.1,-4,-1.2,-2,-12,34,-8,0,3,-1.1
FC(F)(F)c1ccc2nnc(-c3c(Cl)cccc3Cl)n2c1,1.7,2,-0.1,2,-2,-1,2,4,2,-0.1
COc1cc(-c2nc(CN3CCN(CC(C)C)C(=O)[C@@H]3C)c(C)o2)ccc1F,0.3,-5,1.2,-17,-7,0,-3,-2,-2,-0.9
Clc1ccc(C(c2ccccc2Cl)C(Cl)Cl)cc1 (centres undefined),2.7,-10,1.6,-2,-9,2,-9,2,-3,-2.1
NC(=O)CSc1nc2ccccc2n1-c1ccccc1,-0.3,-3,0.6,10,-2,-2,-7,0,0,-0.5
CCOC(=O)C1C(=O)C=C(c2ccc(Br)cc2)CC1c1ccco1 (centres undefined),0.9,-2,2.7,2,-13,-15,-4,5,-3,-0.6
COc1ccc(/C=C/C(=O)c2ccccc2)cc1COc1ccc(F)cc1,2.4,-9,4.5,8,-17,3,-4,4,17,-0.4
CC(=O)Oc1ccc(C(=O)Nc2cc(C)on2)cc1,-0.3,-1,-0.1,12,-8,-3,-2,0,21,0.7
COc1ccccc1CNC(=O)Cc1c[nH]c2ccccc12,-0.7,-9,0.9,6,-2,10,-9,1,-3,-1.1
N#C/C(=C1/C(=O)Nc2ccc(Br)cc21)c1ccccn1,1.2,0,-0.4,5,-1,2,-4,-1,-5,-0.5
Cc1cccc(C2c3[nH]c4ccccc4c3CCN2Cc2cnn(-c3ccc(F)cc3)c2)n1 (centres undefined),-0.5,4,0.9,6,-3,-2,-1,-1,0,-0.2
O=C(COc1ccccc1)NCc1nnc(SCC(=O)Nc2nccs2)n1-c1ccccc1,-0.7,-2,-0.5,-7,-5,2,-1,1,-2,0.2
NC(=S)NC1CC2CC1C1C=CCC21 (centres undefined),-1.0,-1,-0.8,8,-5,-2,-2,-1,40,-0.3
O=C(Cn1cnc2ccccc2c1=O)Nc1ccc(S(=O)(=O)N2CCOCC2)cc1,1.1,-3,-0.4,-9,-1,3,-4,0,3,-0.3
CCN1/C(=C2\C(=O)N(C)C(=S)N2C)C=Cc2ccccc21,1.9,-4,0.0,6,-5,-31,-3,0,-1,-0.5
CC(=O)Oc1ccccc1-n1c(C)nc(=O)c(-c2ccccc2)c1C,-0.7,-11,-0.2,6,-1,0,-9,-2,3,-0.6
CCOC(=O)C1CCN(c2c(Nc3ccc(C)c(C)c3)c(=O)c2=O)CC1,2.5,-11,1.3,-23,-7,-6,1,-1,0,0.7
COc1ccccc1CNC(=S)NCCc1ccccc1,-1.6,13,0.6,7,3,3,-2,1,-2,-0.2
CC(=O)NNS(=O)(=O)c1scc(S(=O)(=O)c2ccc(Cl)cc2)c1C,-0.5,0,0.0,-6,-11,-3,-3,-2,1,1.4
SMILES,MsrA inh,eLon inh,LMPTP block,NRP1-CendR mod,Scp1 inh,SUMO1 PPI mod,MsrA act,STEP inh,DNMT1 block,TbMetRS inhib
c1cncc(-c2nnc3n2N=C(c2cccs2)CS3)c1,3.3,-6,-0.8,-5,-1,-19,-3,-1,2,-0.1
CCCNC(=O)c1onc(CSc2ccc(F)cc2)c1C(=O)NCCOC,-0.4,5,-0.5,7,-6,5,-1,-3,3,-0.2
S=C(NCC1CCCO1)Nc1cc(Cl)c(Cl)cc1Cl (centres undefined),0.2,5,1.0,3,-3,0,-2,0,6,0.3
CC1=NN(c2ccc(Cl)c(C(=O)O)c2)C(=O)C1,0.6,-13,8.0,-29,75*,41*,-3,9,68*,-0.4
NC(=O)c1ccc(NC(=S)NCc2ccco2)cc1,1.4,-3,-0.6,-8,-12,0,-4,1,-6,-0.2
COc1cccc(S(=O)(=O)NCc2ccc(C(=O)N3CCN(c4ccccc4OC)CC3)cc2)c1,0.1,0,3.8,7,/,-7,-1,0,0,-0.6
CC(=O)c1ccc(N2CCN(C(=O)c3ccc(Cl)c(S(=O)(=O)NC4CC4)c3)CC2)c(F)c1,-0.1,5,-0.5,-10,-6,-1,-2,0,2,0.0
COc1ccccc1/C=C/C(=O)Nc1nc(N)n(-c2ccccc2)n1,1.8,13,-0.6,-3,13,-21,-3,0,2,-0.3
CN1C(=O)CC(n2c(CO)nc3ccccc32)C1=O (centres undefined),-0.6,-7,-0.9,-3,4,1,-2,3,-1,0.3
CCn1cc(CNC(=O)/C=C/c2ccc([N+](=O)[O-])cc2)c(C)n1,3.9,2,0.1,0,-2,-28,-5,-2,2,-0.5
CCC(=O)N1c2ccc(S(=O)(=O)CCC(=O)NCCC3=CCCCC3)cc2CC1C (centres undefined),-0.9,0,0.2,9,0,-1,-3,-1,-4,-0.3
CC(=O)N1CC=CC1(CC(C)C)C(=O)NCCN1CCOCC1 (centres undefined),0.0,-7,-0.2,3,-8,4,0,-1,0,-0.2
N/C(=N\OC(=O)CC(c1ccccc1)c1ccccc1)c1cccnc1,-1.1,1,-0.2,-7,-5,0,-1,-2,-6,-0.3
O=C(COC(=O)CNC(=O)C12CC3CC(CC(C3)C1)C2)Nc1ccccc1,-0.6,9,-0.6,-2,-13,-2,6,-2,-4,-0.1
COc1ccc(/C=N/NC(=O)c2cc(C(C)(C)C)[nH]n2)cc1COc1ccc(F)cc1F,0.3,2,2.6,39*,-2,-3,-11,-2,-18,-0.8
O=c1c2cnn(-c3ccccc3)c2nnn1Cc1ccccn1,2.5,-1,0.0,-10,2,-9,-8,3,1,-1.2
COc1ccc(OC)c(/C(O)=C/C(=O)C(=O)Nc2cc(C)ccc2OC)c1,1.2,-3,-1.4,-9,-6,2,1,2,-2,0.1
CCOC(=O)c1sc(NC(=O)C(OC(C)=O)c2ccccc2)nc1C (centres undefined),1.6,-5,-4.1,4,-8,-1,-1,1,4,-0.5
O=C(CSc1nc2scc(-c3cccs3)c2c(=O)n1CCc1ccccc1)N1CCCC1,-0.8,3,3.5,-3,-6,1,4,4,-2,0.5
CSc1ccccc1NC(=O)C(=O)c1c[nH]c2ccccc12,1.8,9,1.8,0,-14,-3,-6,3,-5,0.0
O=C1C(Cl)=C(NCC2CCCO2)C(=O)N1CCc1ccccc1 (centres undefined),-0.1,-5,-0.3,-12,-4,-18,-6,-5,5,-0.6
Cn1c2c(c(=O)n(C)c1=O)CN(CCCN1CCOCC1)CN2,-0.4,3,-6.2,12,-6,2,-12,1,-4,-1.4
NS(=O)(=O)c1cc2c(cc1Cl)NC(c1ccccc1OCC(=O)O)NS2(=O)=O (centres undefined),3.1,-5,-0.9,10,2,6,0,-3,1,0.9
CN(N=Cc1ccc([N+](=O)[O-])cc1)c1ccccn1,-0.9,-3,1.4,80,/,-30,4,2,-6,0.4
COc1ccc(OC(C)C(=O)NCc2cccnc2)cc1 (centres undefined),3.0,-8,-0.4,-4,-2,0,-3,3,6,0.4
SMILES,MsrA inh,eLon inh,LMPTP block,NRP1-CendR mod,Scp1 inh,SUMO1 PPI mod,MsrA act,STEP inh,DNMT1 block,TbMetRS inhib
Nc1nc2c(ncn2[C@@H]2O[C@H](CNS(=O)(=O)N3CCCC3)[C@@H](O)[C@H]2O)c(=O)[nH]1,-0.3,12,-0.2,-3,/,6,-2,-2,-24,-0.6
Cc1c(Cl)cccc1NC(=O)NNC(=O)CCc1ccccc1,-0.6,-2,-0.7,14,-2,2,-3,1,-1,-0.3
CCOc1ccc(S(=O)(=O)NN2Cc3ccccc3C2=N)cc1,-0.2,-7,-1.2,16,-6,0,-4,0,9,-0.3
Cc1ccc(S(=O)(=O)Nc2ccc(S(=O)(=O)Nc3cc(C)nc(C)n3)cc2)cc1,0.6,-2,-1.1,7,-8,9,-1,-2,1,1.8
COc1ccc(S(=O)(=O)/C(C#N)=C/Nc2cccc(F)c2)cc1,0.6,-5,0.4,5,-16,-1,-4,1,-1,-0.5
N/C(=N\OC(=O)c1cccc(Cl)c1)c1ccncc1,-0.6,5,-0.5,2,-1,5,-7,0,2,-0.6
Cc1ccc(C(=O)N2CCN(c3ccc(NC(=O)c4ccc(Br)o4)cc3)CC2)cc1,-0.1,-14,1.7,-5,-5,4,-7,0,-1,-0.4
COc1ccc(Cl)cc1NC(=O)NC(C)C(C)(C)C (centres undefined),-0.2,-7,1.1,-2,-6,-5,0,-1,-3,-0.6
O=C(COC(=O)CC1CC2CCC1C2)Nc1cc([N+](=O)[O-])ccc1F (centres undefined),0.4,2,1.5,-10,-4,-14,-4,10,-1,-0.8

# Just DNMT1 block, MsrA inh and Scp1 inh (6 entries from above):
canonical_smiles	DNMT1 block	MsrA inh	Scp1 inh
Nc1nc2c(ncn2[C@@H]2O[C@H](CNS(=O)(=O)N3CCCC3)[C@@H](O)[C@H]2O)c(=O)[nH]1	-24	-0.3	/
COc1ccc(Cl)cc1NC(=O)NC(C)C(C)(C)C (centres undefined)	-3	-0.2	-6
N/C(=N\OC(=O)c1cccc(Cl)c1)c1ccncc1	2	-0.6	-1
COc1ccc(S(=O)(=O)/C(C#N)=C/Nc2cccc(F)c2)cc1	-1	0.6	-16
Cc1ccc(C(=O)N2CCN(c3ccc(NC(=O)c4ccc(Br)o4)cc3)CC2)cc1	-1	-0.1	-5
O=C(COC(=O)CC1CC2CCC1C2)Nc1cc([N+](=O)[O-])ccc1F (centres undefined)	-1	0.4	-4

# Part of the list above, bar-delimited:
molecule | MsrA inh | eLon inh | LMPTP block | NRP1-CendR mod | Scp1 inh | SUMO1 PPI mod | MsrA act | STEP inh | DNMT1 block | TbMetRS inhib
NC(=S)NC1CC2CC1C1C=CCC21 (centres undefined) | -1.0 | -1 | -0.8 | 8 | -5 | -2 | -2 | -1 | 40 | -0.3
NC(=O)CSc1nc2ccccc2n1-c1ccccc1 | -0.3 | -3 | 0.6 | 10 | -2 | -2 | -7 | 0 | 0 | -0.5

# Rows were taken by chance; overall some 4.3% were active at least once.
